# WT yeast gro inh: growth inhibition of WT yeast, mitochondrial fusion screen. AID 1362. hit rate 2.1% among 190,000. inhibition, % at 10 µM. mitochondrial fusion phenotypic screen, WT strain; in the data active means inhibition above about 58%; tested in S. cerevisiae
# LYP phosphatase: inhibitors of LYP phosphatase, biochemical, fluorescence intensity, uHTS (AID 1779). recombinant LYP phosphatase, fluorescence intensity; higher % means a stronger effect. inhibition, % at 11.5 µM; hits with a dose series show IC50 in µM. hit rate 0.054% among 290,000;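 further: plate controls were vehicle with enzyme for no effect and no enzyme for full effect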
# PMI inhibition: human PMI inhibitors, high substrate, primary screen, biochemical, fluorescence intensity, high mannose 6-phosphate (AID 1220). recombinant PMI enzyme, coupled fluorescence intensity; higher % means a stronger effect. inhibition, % at 20 µM, or IC50 in µM where a hit was titrated. hit rate 0.66% among 190,000
# Yfh1-off respiration: mitochondrial function rescue without frataxin homolog – Friedreich's ataxia, plus single-dose screen, dose response (AID 1465); S. cerevisiae Yfh1-off respiration, WST-1 reduction, 72 h; higher fold induction means a stronger effect; hit rate 0.074% among 220,000; one-dose fold induction at 50 µM; EC50 in µM for titrated hits;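 active means fold induction of absorbance versus untreated yeast above a set limit, then at least 30% activation at any dose in follow-up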;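 further: activators that raise dye reduction in frataxin-depleted yeast; strong numbers were not always called active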
# PMI inhibitors: MPI enzyme activity inhibition – biochemical, fluorescence intensity, coupled assay, primary screen (AID 1209); hit rate 0.42% among 190,000; purified PMI enzyme, coupled fluorescence intensity; higher % means a stronger effect; one-dose inhibition, % at 20 µM; IC50 in µM for titrated hits;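 further: plate controls were DMSO vehicle for no effect and wells lacking substrate for full effect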
# TNAP activation fold: human TNAP enzyme activators, primary screen, biochemical, luminescent, no phosphate acceptor, uHTS (AID 1001); purified TNAP, luminescent activation assay, no phosphate acceptor; higher activation fold means a stronger effect; activation fold at 20 µM; hits with a dose series show EC50 in µM; hit rate 0.03% among 200,000; in the data active means activation fold from about 3, or a potency from the dose series; inactive means the rest, 99 in 100 with activation fold below about 1.6; further: many of its hits are not listed in these tables
# XIAP displacement: XIAP antagonists, biochemical, IAP family, fluorescence polarization (AID 1018). XIAP BIR domain, fluorescence polarization peptide displacement; higher % means a stronger effect. displacement, % at 20 µM; hits with a dose series show IC50 in µM. hit rate 0.007% among 200,000; in the data active means displacement above about 50%; further: a part of the inactive calls stands beside numbers as strong as those of hits
# P. falciparum M1AAP: P. falciparum M1AAP inhibitors, biochemical, fluorogenic H-Leu-NHMec substrate, 1536-well (AID 1445); recombinant M1AAP, H-Leu-NHMec fluorogenic kinetic assay; higher % means a stronger effect; inhibition, % at 30 µM, or IC50 in µM where a hit was titrated; hit rate 0.42% among 220,000;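 active means primary inhibition above the hit cutoff, then over 50% inhibition at one or more dose response concentrations, cut at about 23% in these data, passing the limit was not always enough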;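 further: plate controls were DMSO full reaction for no effect and no enzyme background for full effect; strong numbers were not always called active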
# M17LAP inhibition: P. falciparum M17LAP inhibitors, primary screen, biochemical, fluorogenic H-Leu-NHMec substrate, 1536-well (AID 1619). recombinant M17LAP, H-Leu-NHMec fluorogenic kinetic assay; higher % means a stronger effect. inhibition, % at 30 µM; hits with a dose series show IC50 in µM. hit rate 0.38% among 220,000;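 active means compound inhibiting the enzyme by more than half at any dose during confirmatory dose-response retesting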;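 further: plate controls were full reaction with DMSO carrier for no effect and no enzyme background for full effect; strong numbers were not always called active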
# WT yeast gro inh mutant strain: also measured in WT yeast gro inh; calls as there; inhibition, %; mitochondrial fusion phenotypic screen, mutant strain inhibition
# Starred values were filed as active, the others as inactive; i = inactive; x = no result given. Unless noted, no stated cut-off is given here; in the data, active means inhibition above about 50%; inactive means the rest.
# Sequence of screens: LYP phosphatase	Yfh1-off respiration	PMI inhibition	P. falciparum M1AAP	M17LAP inhibition	WT yeast gro inh mutant strain	XIAP displacement	PMI inhibitors	WT yeast gro inh	TNAP activation fold
1. COc1cccc(OC)c1OCCCOc1cccc2cccnc12
 : -6%	i	8%	7%	3%	26	-1.6%	2%	26	1.1
2. Clc1ccc2nc(CSc3nnc4ccccn34)cn2c1
 : -6%	i	-1%	-1%	6%	-4	0.5%	1%	-5	1.1
3. COc1cc2c(C(=O)NCCCN3CCN(c4cccc(Cl)c4)CC3)cn(C)c(=O)c2cc1OC
 : -9%	i	8%	-1%	-4%	6	-7.3%	17%	2	1.1
4. CC(C)CN(C(=O)CSc1nnc2ccccn12)c1c(N)n(CC(C)C)c(=O)[nH]c1=O
 : -3%	i	-16%	7%	-1%	8	-4.9%	2%	1	1.1
5. COc1cc(C2NC(=O)NC(C)=C2C(C)=O)ccc1O (stereo not given)
 : -5%	i	x	17%	3%	x	x	x	x	x
6. COc1ccccc1NC(=S)N(Cc1ccc(C)cc1)Cc1ccccn1
 : -2%	i	8%	-2%	6%	2	-3.1%	12%	-7	1.1
7. CC(C)C(O)(CC#CCN1CCCC1)c1ccccc1 (stereo not given)
 : -15%	i	-37%	3%	0%	5	-8.4%	-27%	4	1.1
8. O=C1CCC(Cc2ccccc2)N1 (stereo not given)
 : -1%	i	8%	-1%	-2%	-4	-4.5%	9%	15	1
9. c1ccc2cc(CN3CCOCC3)ccc2c1
 : 4%	i	0%	0%	1%	14	-1.4%	2%	1	1.1
10. CCSc1nnc(NC(=O)COc2ccccc2)s1
 : 0%	i	-5%	7%	-1%	-1	-6.9%	-8%	0	1.1
11. Cc1ccc(S(=O)(=O)NN2C(=O)/C(=C/c3ccccn3)SC2=S)cc1
 : 0%	i	-4%	17%	32%	8	0.3%	-12%	30	1.1
12. N#Cc1cc2c(nc1SCc1ccccc1)CCCCC2
 : 3%	i	9%	5%	13%	-6	-1.7%	12%	-8	1
13. O=C(Cn1cc(C(F)(F)F)ccc1=O)Nc1cccc(S(=O)(=O)N2CCOCC2)c1
 : -6%	i	6%	5%	-3%	-6	-12%	5%	-27	1
14. Cc1ccc(N=C2NC(=O)/C(=C/c3cccn3C)S2)cc1C
 : 2%	i	x	1%	0%	x	x	x	x	x
15. Cc1ccc(S(=O)(=O)N(C)CC(=O)OCC(=O)N2CC(=O)Nc3ccccc32)cc1
 : -7%	i	6%	-6%	6%	-6	-2.2%	3%	-2	1.1

# Part of the list above, as tab-separated lines:
nr	Structure	LYP phosphatase	Yfh1-off respiration	PMI inhibition	P. falciparum M1AAP	M17LAP inhibition	WT yeast gro inh mutant strain	XIAP displacement	PMI inhibitors	WT yeast gro inh	TNAP activation fold
12	N#Cc1cc2c(nc1SCc1ccccc1)CCCCC2	3%	i	9%	5%	13%	-6	-1.7%	12%	-8	1
13	O=C(Cn1cc(C(F)(F)F)ccc1=O)Nc1cccc(S(=O)(=O)N2CCOCC2)c1	-6%	i	6%	5%	-3%	-6	-12%	5%	-27	1
14	Cc1ccc(N=C2NC(=O)/C(=C/c3cccn3C)S2)cc1C	2%	i	x	1%	0%	x	x	x	x	x
15	Cc1ccc(S(=O)(=O)N(C)CC(=O)OCC(=O)N2CC(=O)Nc3ccccc32)cc1	-7%	i	6%	-6%	6%	-6	-2.2%	3%	-2	1.1

# More records:
# Sequence of screens: LYP phosphatase	Yfh1-off respiration	PMI inhibition	P. falciparum M1AAP	M17LAP inhibition	WT yeast gro inh mutant strain	XIAP displacement	PMI inhibitors	WT yeast gro inh	TNAP activation fold
16. Cc1nn(CC#N)c(=O)n1-c1ccc(F)cc1
 : -9%	i	4%	7%	4%	-14	-8.3%	2%	-1	1.1
17. O=C(NCc1ccccc1Cl)c1cnc2n(c1=O)CCS2
 : -10%	i	-4%	10%	8%	-1	-7.1%	-12%	-4	1.2
18. CN(C)CCCN(Cc1ccccc1)C(=S)Nc1ccc(F)c(Cl)c1
 : -5%	i	12%	9%	1%	13	-6.1%	4%	8	1
19. C/C(=N/NC(=O)c1ccncc1)c1cc2ccc(O)cc2oc1=O
 : -10%	i	-14%	29%	-258%	-1	1.3%	-14%	-9	0.7
20. CCOc1ccc(C(C)=O)cc1COc1ccc(-n2cnnn2)cc1
 : -3%	i	3%	11%	7%	-6	-3.1%	8%	-14	1.1
21. CC(C)=NNc1nc(-c2ccccc2)cs1
 : -11%	i	-6%	-3%	17%	-5	-8.1%	12%	5	1.2
22. O=C1c2ccccc2C(=O)N1CCCOCc1c[nH]c(=O)[nH]c1=O
 : -29%	i	4%	2%	-3%	5	0.3%	4%	-14	1.1
23. Cc1cccc(NS(=O)(=O)c2cnc[nH]2)c1
 : -2%	i	8%	3%	0%	-17	2.2%	4%	-3	0.9
24. CC(=O)N(CCP(=O)(c1ccccc1)c1ccccc1)Cc1ccco1
 : -12%	i	-1%	-3%	5%	-6	-3.8%	2%	-9	1.2
25. CC(=O)NC1(c2ccccc2)CCN(c2cc(C)nc(-c3ccccc3)n2)CC1
 : -7%	i	13%	0%	2%	4	-9.5%	8%	-2	1
26. O=C1C2CC=CCC2C(=O)N1CNc1ccccc1 (stereo not given)
 : 2%	i	26%	19%	12%	1	-0.9%	25%	-3	1.1
27. CCN(CC)S(=O)(=O)c1cc(C(=O)OCC(=O)Nc2cccc(C)c2C)ccc1F
 : -4%	i	7%	3%	-5%	-20	-5.7%	8%	0	1.2
28. Cn1c(SCC(=O)NCc2ccc(F)cc2)nc2c([nH]c3ccccc32)c1=O
 : -4%	i	3%	3%	5%	-1	-7.1%	-1%	3	1
29. CCn1cc(C(=O)NCCCN2CCN(C)CC2)c(=O)c2cc(S(=O)(=O)N3CCc4ccccc4C3)ccc21
 : -1%	i	-3%	6%	10%	-14	-2.5%	1%	-4	1.1
30. COC(=O)C1CCN(C(=O)Cc2ccccc2OC)CC1
 : -9%	i	-4%	-3%	-3%	-7	-3.1%	-2%	12	1.2

# Three entries from above, reformatted:
[23] Cc1cccc(NS(=O)(=O)c2cnc[nH]2)c1
[24] CC(=O)N(CCP(=O)(c1ccccc1)c1ccccc1)Cc1ccco1
[25] CC(=O)NC1(c2ccccc2)CCN(c2cc(C)nc(-c3ccccc3)n2)CC1
screen / no. | 23 | 24 | 25
LYP phosphatase | -2% | -12% | -7%
Yfh1-off respiration | i | i | i
PMI inhibition | 8% | -1% | 13%
P. falciparum M1AAP | 3% | -3% | 0%
M17LAP inhibition | 0% | 5% | 2%
WT yeast gro inh mutant strain | -17 | -6 | 4
XIAP displacement | 2.2% | -3.8% | -9.5%
PMI inhibitors | 4% | 2% | 8%
WT yeast gro inh | -3 | -9 | -2
TNAP activation fold | 0.9 | 1.2 | 1

# The results go on:
# Sequence of screens: LYP phosphatase	Yfh1-off respiration	PMI inhibition	P. falciparum M1AAP	M17LAP inhibition	WT yeast gro inh mutant strain	XIAP displacement	PMI inhibitors	WT yeast gro inh	TNAP activation fold
31. CCN(CC)Cc1cc(NC2=NS(=O)(=O)c3ccccc32)ccc1OC(=O)C(C)C
 : -6%	i	-10%	6%	5%	-2	-4.5%	-2%	1	1.1
32. CCC(c1nnc(SCC(=O)Nc2cc(Cl)ccc2C#N)n1C1CCCCC1)N(C)C (stereo not given)
 : -5%	i	11%	4%	-10%	-9	-10%	11%	17	1.1
33. O=C(Cn1c(NCCO)nc2ccccc21)NCCc1ccccc1
 : -2%	i	-19%	11%	1%	6	-17%	12%	-17	1.1
34. COc1cc(OC)c(C2=NOC(C(=O)Nc3c(C)nn(CC(=O)N4CCCC4)c3C)C2)cc1Cl (stereo not given)
 : -2%	i	-8%	7%	-6%	-17	-1.9%	0%	-3	1.1
35. COc1ccc(C2CC2/C(=N/O)c2ccccc2)cc1 (stereo not given)
 : 3%	i	13%	3%	-2%	-3	-5.1%	9%	20	1.1
36. Cc1ccc(CNC(=O)C2CCCN(S(=O)(=O)c3c(C)noc3C)C2)cc1 (stereo not given)
 : 3%	i	1%	-8%	0%	-11	-4.0%	5%	11	1.1
37. CN1CCN(C2=C(Cl)C(=O)N(c3ccc(Cl)cc3)C2=O)CC1
 : 1%	i	-2%	6%	20%	-17	-3.0%	-7%	10	1.1
38. CC(=O)c1ccc(N2CCN(CCC#N)CC2)c(F)c1
 : 1%	i	6%	1%	23%	-1	-5.4%	7%	0	1.1
39. Clc1ccc(-c2nnc(C3CC3)o2)cc1
 : -7%	i	x	6%	10%	x	x	x	x	x
40. Cn1c(CNc2nc3ccccc3n2CCN2CCCCC2)nc2ccccc21
 : -5%	i	-9%	-9%	4%	9	-1.2%	-1%	6	1.3
41. Cc1cccc(C(=O)c2ccccc2C(=O)O)c1
 : -9%	i	x	-2%	7%	x	x	x	x	x
42. COC(C[C@@H]1O[C@H]1[C@H](O)COCc1ccccc1)OC
 : -12%	i	x	4%	1%	x	x	x	x	x
43. CCOc1ccc(NC(=O)CN(C)S(=O)(=O)c2cnc[nH]2)cc1
 : 0%	i	-4%	5%	12%	9	-8.9%	-6%	-9	1.1
44. CCOC(=O)Cc1cc(=O)n2[nH]cc(-c3ccc(Cl)cc3)c2n1
 : -8%	i	-7%	-4%	-75%	8	-8.0%	-10%	1	1.1
45. COc1ccc(-c2ccc(N(C)C)cc2)cc1[C@H]1[C@@H]2C=CCC[C@@]2(C)C(=O)N1Cc1ccccc1
 : 4%	i	x	9%	3%	x	x	x	x	x

# Along the list, as entered above.
# PMI inhibitors for nos. 26 to 32, in order: 25%, 8%, -1%, 1%, -2%, -2%, 11%
# WT yeast gro inh for nos. 26 to 32, in order: -3, 0, 3, -4, 12, 1, 17
# TNAP activation fold for nos. 26 to 32, in order: 1.1, 1.2, 1, 1.1, 1.2, 1.1, 1.1

# Results in Yfh1-off respiration and TNAP activation fold, for 3 of the compounds above:
entry | SMILES | Yfh1-off respiration | TNAP activation fold
45 | COc1ccc(-c2ccc(N(C)C)cc2)cc1[C@H]1[C@@H]2C=CCC[C@@]2(C)C(=O)N1Cc1ccccc1 | i | x
23 | Cc1cccc(NS(=O)(=O)c2cnc[nH]2)c1 | i | 0.9
17 | O=C(NCc1ccccc1Cl)c1cnc2n(c1=O)CCS2 | i | 1.2

# Continued:
# Sequence of screens: LYP phosphatase	Yfh1-off respiration	PMI inhibition	P. falciparum M1AAP	M17LAP inhibition	WT yeast gro inh mutant strain	XIAP displacement	PMI inhibitors	WT yeast gro inh	TNAP activation fold
46. O=c1c2[nH]c3ccc(F)cc3c2nc2n1CCCS2
 : -3%	i	-3%	17%	-4%	0	-13%	0%	-7	1.1
47. O=C(CN1CCCCCC1)Nc1ccc(Br)cc1
 : -4%	i	-7%	6%	17%	15	-5.5%	-6%	-5	1.1
48. O=C(O)CCc1ccc(-c2ccc(Br)cc2)o1
 : -1%	i	-13%	-2%	13%	-5	-6.0%	1%	-8	1
49. CCC(=O)Nc1c(C)cc(C)cc1Cl
 : -2%	i	0%	0%	8%	3	-4.6%	2%	7	1.1
50. Cc1cccnc1NC(=S)Nc1ncccc1C
 : -4%	i	x	4%	-3%	x	x	x	x	x
51. CCOc1ccccc1N1CCN(C2=C(NS(=O)(=O)c3cccs3)C(=O)c3ccccc3C2=O)CC1
 : 2%	i	-47%	10%	13%	5	-3.1%	-7%	31	0.9
52. CC(=O)NNC(=O)c1sc(=S)n(C)c1C
 : -2%	i	x	1%	1%	x	x	x	x	x

# Bioassay records: PubChem, several laboratories
